# Screening results as filed in PubChem.
# A-T KAP1 phos: qHTS Assay for Identifying a Potential Treatment of Ataxia-Telangiectasia; […] A-T fibroblasts, KAP-1 phosphorylation AlphaLISA; neocarzinostatin DNA damage 30 min before lysis; Potency, µM (highest dose often 57.5 µM), without a hit: at the highest dose activation, hits mostly activators; 320,000 tested, 0.19% active; note: potency is the fitted concentration of half-maximal effect; % of control where 0% means no effect; nearly all actives have a fitted effect of over 45% in size
#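 hTERT-immortalized A-T patient fibroblasts ([…]), 500 cells/well in OPTI-MEM, 1% FBS, got compounds for 60 min, then NCS for 30 min at 37C. Lysates were then assayed for phospho-KAP-1 by AlphaLISA (anti-pKAP1 donor, anti-KAP1 acceptor beads), 6 hr at 25C.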
# a7 integrin act: qHTS for Activators of Integrin-Mediated Alleviation for Muscular Dystrophy; alpha7betagal myoblasts, beta-gal FDG fluorescence, 48 h; Potency, µM (highest dose often 38.3 µM), for inactives: at the highest dose activation, most hits filed as activators; 350,000 tested, 0.064% active;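 note: potency is the fitted concentration of half-maximal effect; 100% = response of the positive control SU9516; nearly all actives have a fitted effect of over 60% in size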
#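 Alpha7betagal+/- myoblasts (passage 13) were plated 16-24 hr, then exposed to compounds (1:260 dilution of DMSO stock) for 48 hours at 37C. After MPER lysis, β-galactosidase reporter activity was read as FDG fluorescence (ex 480/em 540) after 30 minutes.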
# CXXC DNA block: qHTS Fluorescence Polarization Assay for Inhibitors of MLL CXXC domain - DNA interaction; MLL-CXXC / FITC-HOXA9 DNA fluorescence polarization; AID 2662, 2010; 290,000 tested, 0.037% active; Histone-lysine N-methyltransferase 2A (Homo sapiens), Q03164; Potency, µM (titrated, usually from 115 µM), without a hit: at the top dose activity change, negative = inhibition, hits mostly inhibitors; active = well fitted inhibition curve with a large enough effect in the polarisation, with a control signal flat, not every such curve was filed as active; inconclusive = small, poorly fitted or top-dose-only effect, or effect the other way, or a change in a side signal; inactive = no such curve, though single readings can be large or run the other way; the % refers to the polarisation; note: potency is the fitted concentration of half-maximal effect
#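 Fluorescence polarization: 7 uM MLL-CXXC (stock) preincubated 5 min with compounds, then 50 nM fluorescein-HOX-A9 DNA (stock) added; 30 min ambient. Buffer 50 mM Tris-HCl pH 7.5, 50 mM NaCl, 1 mM DTT, 0.05% BSA.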
# ASM inhibitor: Inhibitors of Secretory Acid Sphingomyelinase (S-ASM): qHTS. Sphingomyelin phosphodiesterase (Homo sapiens), P17405. placental ASM, HMU-PC fluorogenic substrate, 60 min. Potency, µM (top dose mostly 57.5 µM), without a hit: at the top dose activity change, negative = inhibition, most hits filed as inhibitors. 340,000 tested, 0.006% active. AID 504937, 2011; note: potency is the fitted concentration of half-maximal effect
#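 HMU-PC0 cleavage (9 uM final) by human placental ASM, 60 min at 37 °C following 10 min compound exposure at RT; stopped at pH 10, fluorescence Ex 386/Em 447 nm.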
# GALK inhibitor: qHTS Assay for Inhibitors of Human Galactokinase (GALK); AID 1868, 2009; P51570; Purified GALK, Kinase-Glo residual ATP luminescence; 270,000 tested, 0.007% active; Potency, µM (titrated, usually from 57.5 µM), for the others: top-dose activity change, negative = inhibition, hits mostly inhibitors; note: potency is the fitted concentration of half-maximal effect; % is set by controls: 0 for no effect and ±100 for the full control effect
#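 GALK at 5 nM final was combined with compound, 35 uM ATP and 100 uM galactose in HEPES pH8.0 with MgCl2 and DTT. The reaction ran one hour at room temperature before luminescent ATP detection.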
# Coupling enz: qHTS Assay for Inhibitors of Fructose-1,6-bisphosphate Aldolase from Giardia Lamblia: Coupling assay counterscreen; activity change, negative = inhibition, % at 58.2 µM, hits read low; 290,000 tested, 0.67% active; coupling enzyme system counterscreen, AmpLite Red fluorescence; AID 2472, 2010; in the data active = activity change below about -30%; note: % is set by controls: 0 for no effect and ±100 for the full control effect
#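 Coupling enzymes only (glyceraldehyde-3-phosphate) + compound, at 57.5 uM final, 10 min RT; add substrate/coupling/AmpLite Red mix, 20 min RT; fluorescence ex 525/em 598 nm. Actives flag coupling-system interference.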
# KCNH2 3.1 inh: qHTS for Inhibitors of KCHN2 3.1: Mutant qHTS; Potassium voltage-gated channel subfamily H member 2, brain isoform KCNH2 3.1 (human); U2OS KCNH2 3.1, thallium flux FluxOr; active compounds read low; activity change, % (tested at about 1.8 µM); 340,000 tested, 0.95% active;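 active = maximum activity change below -70%; inconclusive = maximum activity change from -70% to -50%; inactive = maximum activity change above -50%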;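 note: thallium influx rate constant from kinetic fluorescence after stimulation buffer; % is set by controls: 0 for no effect and ±100 for the full control effect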
#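 Thallium flux via FluxOr fluorescence (Red40 quencher, 45 min loading) in U2OS cells virally expressing the KCNH2 3.1 isoform (1.77 x 10^8 /mL virus, overnight at 37 C). Rate constants from 2-min kinetic reads post-stimulation, normalised to positive and negative controls.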
# MBNL1 CUG block: qHTS Assay for Inhibitors of MBNL1-poly(CUG) RNA binding; Muscleblind-like protein 1 (Homo sapiens), Q9NR56; TR-FRET MBNL1-His/biotin-(CUG)12 binding, 665/545 ratio; Potency, µM (titrated, usually from 57.5 µM), without a hit: at the highest dose activity change, negative = inhibition, hits mostly inhibitors; 280,000 tested, 0.036% active; active = well fitted inhibition curve with a large enough effect in the signal ratio, with a control signal flat, not every such curve was filed as active; inconclusive = small, poorly fitted or top-dose-only effect, or effect the other way, or a change in a side signal; inactive = no such curve, though single readings can be large or run the other way; the % refers to the signal ratio; note: potency is the fitted concentration of half-maximal effect; % is set by controls: 0 for no effect and ±100 for the full control effect
#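 TR-FRET between His-tagged MBNL1 and biotin-(CUG)12 RNA, detected with Tb anti-His antibody (0.055 ng/ul) and streptavidin-XL665 (5 nM), 60 min at room temperature. Compounds titrated 92 nM to 58 uM; 665/545 nm ratio normalized to buffer and complex controls.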
# TRPV1 ag: HTS Assay for Compounds that Act as Agonists of the Vanilloid Receptor 1 | Transient receptor potential cation channel subfamily V member 1 (Homo sapiens), Q8NER1 | AID 540275, 2011 | 320,000 tested, 0.19% active | TRPV1-expressing cells, Fluo-8 calcium influx, agonist mode | activation, % at 8.33 µM; in the data active = activation above about 80%; inconclusive = between about 30% and that limit; note: 0% is about no effect
#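 Fluo-8 calcium influx in TRPV1-expressing cells, kinetic read (ex 480/em 520 nm). Compound added and read 3 min for agonist activity, followed by capsaicin at EC20 final and 2 min further read for enhancement.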
# hERG WT inh: qHTS for Inhibitors of KCHN2 3.1: Wildtype qHTS; activity change, % at 1.84 µM; 340,000 tested, 0.37% active; Voltage-gated inwardly rectifying potassium channel KCNH2 (Homo sapiens), Q12809; U2OS, BacMam KCNH2, thallium flux FluxOr; active compounds read low;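 active = maximum activity change below -70%; inconclusive = maximum activity change between -70% and -50%; inactive = maximum activity change above -50%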; note: % is set by controls: 0 for no effect and ±100 for the full control effect
# Target sequence (Q12809 whole entry, looked up): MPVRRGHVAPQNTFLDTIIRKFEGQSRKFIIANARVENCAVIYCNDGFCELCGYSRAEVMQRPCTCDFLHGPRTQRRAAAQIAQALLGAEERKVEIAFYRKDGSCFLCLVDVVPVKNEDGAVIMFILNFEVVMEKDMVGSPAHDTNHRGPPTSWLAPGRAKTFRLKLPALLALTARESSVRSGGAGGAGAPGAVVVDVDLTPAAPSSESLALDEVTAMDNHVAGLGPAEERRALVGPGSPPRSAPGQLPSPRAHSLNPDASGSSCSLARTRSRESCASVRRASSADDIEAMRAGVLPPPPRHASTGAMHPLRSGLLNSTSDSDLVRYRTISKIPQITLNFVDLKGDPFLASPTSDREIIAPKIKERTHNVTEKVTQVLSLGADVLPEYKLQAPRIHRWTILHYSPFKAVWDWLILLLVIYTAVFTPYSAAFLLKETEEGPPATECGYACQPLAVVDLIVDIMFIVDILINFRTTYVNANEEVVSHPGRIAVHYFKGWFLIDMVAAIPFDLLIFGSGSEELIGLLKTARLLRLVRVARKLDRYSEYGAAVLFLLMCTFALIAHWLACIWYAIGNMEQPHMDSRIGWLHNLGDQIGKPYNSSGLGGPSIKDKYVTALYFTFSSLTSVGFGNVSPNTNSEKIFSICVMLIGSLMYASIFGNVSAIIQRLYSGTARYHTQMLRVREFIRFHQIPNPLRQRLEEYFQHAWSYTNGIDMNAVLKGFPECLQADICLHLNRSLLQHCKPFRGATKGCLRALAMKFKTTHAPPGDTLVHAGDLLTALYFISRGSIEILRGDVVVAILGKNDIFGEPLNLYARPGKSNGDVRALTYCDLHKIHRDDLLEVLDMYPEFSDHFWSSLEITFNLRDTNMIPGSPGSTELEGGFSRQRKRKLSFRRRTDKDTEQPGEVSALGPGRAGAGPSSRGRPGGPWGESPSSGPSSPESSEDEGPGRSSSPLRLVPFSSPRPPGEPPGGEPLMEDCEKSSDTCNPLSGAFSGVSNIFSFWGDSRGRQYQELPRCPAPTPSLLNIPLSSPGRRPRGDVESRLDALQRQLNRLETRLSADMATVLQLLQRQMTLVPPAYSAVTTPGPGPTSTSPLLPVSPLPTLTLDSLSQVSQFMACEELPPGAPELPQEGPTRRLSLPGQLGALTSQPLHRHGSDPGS
#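 U2OS cells transduced with wild-type KCNH2 virus are loaded with FluxOr dye for 45 min, and thallium flux is measured in kinetic reads before and after stimulation buffer. Rate constants are normalized to DMSO controls.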
# Active calls of the source: *; ? = inconclusive; / = no result given; [ ] = remark or other dose. Unless noted, calls come from the whole dose curve; as a rule, active = well fitted curve in the direction sought with a large enough effect; inconclusive = small, poorly fitted or top-dose-only effect, or another doubt; inactive = no such curve, though single readings can be large; an effect the other way counts as inactive or inconclusive.
SMILES,A-T KAP1 phos,a7 integrin act,CXXC DNA block,ASM inhibitor,GALK inhibitor,Coupling enz,KCNH2 3.1 inh,MBNL1 CUG block,TRPV1 ag,hERG WT inh
CCCCC(=O)Nc1ccc(C(=O)NNC(=S)NC(=O)c2cccs2)cc1,1%,2%,-2%,0%,2%,8,1,28%,2,-1
CCOc1ccc(N(CC(=O)N2CC=C(c3ccccc3)CC2)S(=O)(=O)c2c(C)noc2C)cc1,8%,17%,-6%,-1%,1%,0,12,-8%,-1,-4
N#Cc1ccc(NC(=S)NCCN2CCOCC2)cc1,0%,-9%,4%,6%,1%,0,-17,-2%,1,-3
COc1ccc(NS(=O)(=O)c2cc(NC(=O)Cc3c(F)cccc3Cl)ccc2OC)cc1,1%,-31%,/,-3%,/,/,-25,/,0,0
NS(=O)(=O)c1ccc(CNC(=O)c2cc(=O)[nH]c3ccccc23)cc1,-10%,-13%,5%,6%,15%,3,5,2%,1,4
O=C(NCc1ccccc1)C1CCN(C(=O)Cc2ccccc2)CC1,11%,7%,-3%,0%,2%,/,5,-5%,1,-11
O=C(COC(=O)c1c(F)cccc1Cl)NCC1CCCCC1,-18%,16%,/,-4%,/,/,3,/,/,4
CN(CCC#N)C(=O)c1cc2c(s1)-c1ccccc1SC2,9%,0%,5%,210%[activator],/,-1,0,?,19,-7
Cc1nn(-c2cccc(Cl)c2)c2nc(-c3ccco3)cc(C(=O)O)c12,6%,21%,?,77%[activator],-7%,16,-9,-2%,0,-8
COc1ccccc1CNC(=O)C1CCCN(S(=O)(=O)c2cccc3cccnc23)C1 (stereo not drawn),-4%,14%,-5%,0%,-5%,0,-8,4%,1,2
CSc1ccc(C(C(C(=O)c2cccs2)N2CCOCC2)N2CCOCC2)cc1 (stereo not drawn),-5%,-15%,7%,0%,0%,3,/,-14%,13,4
N#Cc1ccc(NC(=O)COC(=O)CNC(=O)C2CCCCC2)cc1,/,-11%,18%,-3%,2%,2,4,-7%,0,-7
OC1(c2ccccc2)Cc2cccc[n+]2C1c1ccccc1 (stereo not drawn),2%,10%,-3%,-2%,0%,-7,-3,-1%,0,1
Cc1noc(NS(=O)(=O)c2ccc(N/C=C/C(=O)c3ccc(F)cc3)cc2)c1C,7%,-10%,-5%,7%,-1%,3,12,?,1,-3
COc1ccc(NC(=O)CN(c2ccc([N+](=O)[O-])cc2)S(=O)(=O)c2ccccc2)c(OC)c1,-2%,23%,2%,3%,2%,-5,1,19%,1,28
COc1ccccc1NC(=O)c1cc(-c2ccc(C)o2)nc2ccccc12,3%,6%,2%,156%[activator],-1%,0,1,-8%,17,-10
COc1ccc(N2CCN(C(=O)CCCn3c(=S)[nH]c4cc5c(cc4c3=O)OCO5)CC2)cc1,-5%,-12%,-11%,-11%,0%,2,-7,-7%,-2,3
COc1cccc(/C=C/C(=O)OCC(=O)NC(=O)NC2CCCCC2)c1,-1%,-29%,/,-11%,/,/,-9,/,-1,3
Cc1ccc(CNC(=O)CSc2nc(C)cs2)cc1,1%,-9%,-5%,1%,2%,2,-1,-9%,5,/
CCOC(=O)C(=CNc1ccc(Oc2cccnc2)nc1)C(=O)OCC,0%,0%,-2%,1%,-2%,-1,-6,/,/,-10
O=C(O)C1CCCCC1C(=O)Nc1cc(Cl)ccc1Cl (stereo not drawn),5%,-30%,-4%,4%,3%,12,-4,4%,-2,7
COc1ccc(OC)c(NC(=O)COC(=O)/C=C/c2c(C)nn(C3CCS(=O)(=O)C3)c2Cl)c1 (stereo not drawn),10%,-14%,-16%,0%,3%,0,-17,6%,-3,0
Cc1ccc(-c2cc(C(F)(F)F)n3ncc(C(=O)NCc4ccco4)c3n2)cc1,0%,-7%,-2%,59%[activator],-1%,0,-12,11%,5,-22
CCc1ccc(OCC(=O)NNC(=O)c2cnccn2)c(Br)c1,8%,0%,?,4%,-3%,/,-6,4%,0,-10
COc1ccc(CCC(=O)OCC(=O)Nc2sccc2C(N)=O)cc1OC,6%,-20%,/,3%,/,/,-6,/,/,-13
CN(C(=O)COC(=O)c1cc(S(=O)(=O)N2CCOCC2)ccc1Cl)C1CCS(=O)(=O)C1 (stereo not drawn),-1%,31%,/,3%,/,/,-1,/,-2,8
Cc1cccc(C(=O)NCc2nnc(SCC(=O)NC3=NCCS3)n2C)c1,3%,25%,15%,-1%,1%,2,23,-4%,-5,13
COc1ccc(S(=O)(=O)N2CCOC2CNC(=O)C(=O)NCCCc2ccccc2)cc1 (stereo not drawn),3%,-32%,0%,-2%,-3%,/,-3,-4%,-3,1
CC(C)c1nnc(NC(=O)CSc2nnc(NC(=O)c3c(F)cccc3F)s2)s1,0%,?,29%,-1%,13%,8,0,-2%,2,/
CCC(C)[C@H](NC(=O)NCc1ccc(F)cc1)C(=O)O (stereo partly drawn),2%,-23%,-22%,2%,1%,1,21,-10%,-7,-1
COc1ccc(-c2noc(CCCC(=O)NC3CCCCC3)n2)cc1OC,-4%,-4%,24%,3%,1%,1,6,-3%,2,1
O=C(O)C(Cc1ccccc1)N=Cc1c(O)c2ccccc2oc1=O (stereo not drawn),0%,-12%,3%,0%,6%,6,-9,-3%,1,4
CC1CCN(S(=O)(=O)c2ccc(S(=O)(=O)NCc3cccnc3)cc2)CC1,6%,5%,-1%,3%,0%,-1,1,-12%,2,-1
Cc1c(C(=O)O)oc2ccc(S(=O)(=O)N3CCCC3)cc12,12%,2%,-14%,1%,-3%,10,3,-1%,4,11
O=C(CNC(=O)/C(=C\c1ccc(F)cc1)NC(=O)c1ccccc1)OCc1ccccc1,4%,3%,4%,-8%,3%,2,-42,8%,3,13
Cc1ccc(Nc2ncnc(N)n2)cc1,1%,?,1%,2%,0%,2,-6,0%,9,-6
CC[C@H](C)[C@H](NC(N)=O)C(=O)Nc1ccc2c(c1)OCO2,3%,19%,-10%,4%,1%,0,5,1%,0,-7
Cc1cccc2cc(CN(Cc3nnnn3C3CCCC3)C3CCCCC3)c(=O)[nH]c12,/,-23%,/,-1%,/,/,1,/,/,4
Nc1ncnc2c1ncn2[C@@H]1O[C@H](CNCc2c(OCc3ccccc3F)ccc3ccccc23)[C@@H](O)[C@H]1O,27%,-13%,/,4%,/,/,-11,/,/,-29
COC(=O)c1c(N)c2ccccc2[nH]c1=O,-8%,15%,18%,0%,-2%,1,-14,2%,0,-11
N#CCCN1C(=O)C2(OCCO2)c2ccccc21,-14%,19%,-1%,6%,2%,5,-5,-7%,-5,-3
CCOC(=O)C1CCCN(C(=O)c2ccc(NC(=O)CC3SC(N4CCCC4)=NC3=O)cc2)C1 (stereo not drawn),4%,3%,/,0%,/,/,12,/,0,-9
Cc1cc(NC(=O)CN2C(=O)NC3(CCCCCC3)C2=O)no1,27%,28%,3%,0%,0%,7,13,0%,2,4
CN(C)S(=O)(=O)c1ccc(C(=O)N2CCN(C(=O)C3CCCO3)CC2)cc1 (stereo not drawn),-3%,-10%,/,6%,/,/,2,/,-1,-12
O=C(N/N=C/c1cccnc1)c1ccccc1NS(=O)(=O)c1cccs1,-4%,?,14%,0%,4%,1,14,7%,0,3
CCCN(CCC)CCNC(=O)CN1C(=O)COc2ccc(S(=O)(=O)N3CCOCC3)cc21,3%,0%,7%,0%,0%,0,3,-3%,0,13
C=CCc1ccccc1Oc1cc(OC)nc(N)n1,7%,0%,/,-1%,/,/,5,/,8,-4
Cc1ccc2c(C)c(C(=O)N(C)Cc3nccn3C)oc2c1C,-2%,0%,-1%,0%,0%,-1,-11,-1%,24,8
COCCn1c(N)c(N(Cc2ccccc2)C(=O)CSCC(=O)Nc2ccc(C)cc2)c(=O)[nH]c1=O,7%,0%,/,-2%,/,/,4,/,-7,-2
CCCNC(=O)NC(=O)CSc1nc(C)cs1,2%,-8%,2%,0%,-1%,-1,9,2%,0,3
